GPR55 beta-arrestin – GPR55 agonists via beta-arrestin recruitment, primary screen, imaging, U2OS cells, beta-arrestin-GFP redistribution (AID 1961). U2OS GPR55 beta-arrestin-GFP redistribution imaging; higher % means a stronger effect. one-dose activation, % at 10 µM; EC50 in µM for titrated hits. 290,000 compounds, 0.048% hits;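 active means activation above 40% with more than 50 cells counted in the well; inconclusive means wells holding fewer than 50 cells, flagged as toxic or sparse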;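 further: U2OS osteosarcoma cells stably expressing GPR55 and beta-arrestin-GFP; plate controls were DMSO negative control for no effect and LPI positive control for full effect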
NTR1 ag – agonists of NTR1, primary screen, imaging, U2OS cells, beta-arrestin-GFP, high content (AID 493036). P30989. NTR1-U2OS beta-arrestin-GFP spot imaging, agonist mode. activation, % at 20 µM. 330,000 compounds, 0.17% hits;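 active means activation at or above 40% of the spot to cytoplasm intensity ratio, with at least 20 cells analyzed; inconclusive means wells under 20 cells, flagged as cytotoxic or low count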;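 further: 0% = DMSO without peptide and 100% = 100 nM NTR1 peptide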
Target sequence (P30989 whole entry, looked up): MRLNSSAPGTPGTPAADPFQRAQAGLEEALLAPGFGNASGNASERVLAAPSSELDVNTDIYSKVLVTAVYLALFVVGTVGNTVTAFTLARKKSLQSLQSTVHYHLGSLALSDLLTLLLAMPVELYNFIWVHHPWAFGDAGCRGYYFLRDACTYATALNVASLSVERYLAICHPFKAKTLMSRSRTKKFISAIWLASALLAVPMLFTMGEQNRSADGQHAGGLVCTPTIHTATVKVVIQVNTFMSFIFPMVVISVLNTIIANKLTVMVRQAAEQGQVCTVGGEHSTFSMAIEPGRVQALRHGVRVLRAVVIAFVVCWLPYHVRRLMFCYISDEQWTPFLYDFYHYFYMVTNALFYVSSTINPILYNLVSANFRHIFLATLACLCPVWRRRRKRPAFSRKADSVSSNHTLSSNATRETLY
GPR55 antagonists – inhibition of LPI-stimulated GPR55 beta-arrestin translocation – imaging, U2OS, beta-arrestin-GFP, LPI agonist, primary screen (AID 2013) | one-dose inhibition, % at 10 µM; IC50 in µM for titrated hits | 290,000 compounds, 0.13% hits | U2OS GPR55 beta-arrestin-GFP translocation imaging, LPI antagonism; higher % means a stronger effect;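 active means spots per cell inhibited over 60%, with over 100 cells counted and total cytoplasm intensity under 500,000; inconclusive means wells with under 100 cells, flagged as likely toxic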;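 further: U2OS cells stably carrying GPR55 and arrestin-GFP stimulated by 5 µM LPI near EC80; imaged beta-arrestin-GFP aggregate spots per cell after agonist stimulation; plate controls were LPI-stimulated DMSO wells for no effect and DMSO wells without LPI for full effect; some results filed as inactive read as strong as hits; confirmed hits need IC50 under 10 µM and bright autofluorescent wells are also inconclusive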
Lipid droplet – hepatic lipid droplet formation modulation | AML12 mouse hepatocytes, oleate lipid droplets, BODIPY imaging | inhibition, % at 6.5 µM | 240,000 compounds, 0.4% hits | AID 1656;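 active means lipid droplet intensity inhibited by at least 50%, with more than 500 cells counted; inconclusive means wells with under 300 cells, treated as cytotoxic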
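Material – AML12 mouse liver cells · Also added – oleate loading, 100 µM · Compound dosing – 6.5 µM single-point dosing · Times – overnight treatment with compound plus oleate · Measured by – fluorescence imaging, 20x objective, two fields per well · Read-out – percent inhibition of filter-corrected integrated lipid droplet intensity per well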
Large T inhibition – SV40 large T antigen inhibitors, biochemical (AID 1903). SV40 large T antigen ATPase/helicase inhibition assay; higher % means a stronger effect. 310,000 compounds, 0.39% hits. one-dose inhibition, % at 20 µM; IC50 in µM for titrated hits; in the data active means a potency from the dose series; inconclusive means inhibition mostly from about 32% at the one dose, without a potency; inactive means the rest, 99 in 100 with inhibition below about 32%; further: strong numbers were not always called active
GPR35 arrestin U2OS – inhibition of zaprinast-stimulated GPR35 beta-arrestin translocation – imaging, U2OS, beta-arrestin-GFP, zaprinast agonist, primary screen (AID 2058). U2OS GPR35 beta-arrestin-GFP translocation imaging, zaprinast antagonism; higher % means a stronger effect. one-dose inhibition, % at 10 µM; IC50 in µM for titrated hits. 290,000 compounds, 0.052% hits;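 active means inhibition of at least 50% with at least 30 cells and total cytoplasm GFP at most 10,000,000; inconclusive means under 30 cells or total GFP of 10,000,000 plus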
T cell modulator – T cell immune modulators affecting CD8 T cell-vesicle binding. 2C CD8+ T cell-vesicle binding, flow cytometry; active compounds read low. calls only at 7 µM. 330,000 compounds, 0.068% hits. AID 2052;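 active means response, share of CD8 T cells binding vesicles, and their 90th percentile fluorescence all below set limits, cut at about 80% in these data, passing the limit was not always enough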
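Test system: purified 2C TCR transgenic mouse naive CD8+ T cells. Probe or stimulus: QL9-peptide-loaded Drosophila micro-vesicles bearing Ld, ICAM-1 and B7-1. Incubation: binding step 1.5 h, 37 °C, antibody labelling 20 min, ice. Measured by: flow cytometry of vesicle-bound cells.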
MgcRacGAP inhibition – MgcRacGAP GTPase-activating activity inhibitors, confirmation, biochemical, ADP Hunter fluorescence; MgcRacGAP-stimulated Rac1 GTP hydrolysis, ADP Hunter fluorescence; higher % means a stronger effect; GST-tagged Rac1 F28L mutant substrate; inhibition, % at 30 µM; hits with a dose series show IC50 in µM; 340,000 compounds, 0.6% hits;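 active means first-screen hits whose inhibition reached a set limit at any dose in the follow-up dose series; inconclusive means inhibition above the set first-screen limit but never retested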;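 further: fluorescence reports GDP produced by GAP-driven GTP hydrolysis; strong numbers were not always called active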
LYP phosphatase – inhibitors of LYP phosphatase, biochemical, fluorescence intensity, uHTS (AID 1779); inhibition, % at 11.5 µM, or IC50 in µM where a hit was titrated; recombinant LYP phosphatase, fluorescence intensity; higher % means a stronger effect; 290,000 compounds, 0.054% hits; in the data active means inhibition above about 50%;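 further: plate controls were vehicle with enzyme for no effect and no enzyme for full effect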
Lipid droplet cells 6.5 µM – second read-out of Lipid droplet, no call of its own (marks repeat the call); cell count; measured here: cell count, cytotoxicity flag;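 cells counted across two imaged fields per well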
T cell modulator vesicle-bound % – recorded beside T cell modulator, whose call it bears; double positive events, %; measured here: CD8+ vesicle-bound cell fraction;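 binding gate set so that unloaded-vesicle control wells show 10% double positive cells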
NTR1 ag cell count 20 µM – also measured in NTR1 ag; calls as there; cell count; measured here: cell count, cytotoxicity flag
* = called active by the depositor; i = inactive; ? = inconclusive; . = not tested or not shown. Not a hit list; 1.8% or so of the library scored in one or more.

SMILES	GPR55 beta-arrestin	NTR1 ag	NTR1 ag cell count 20 µM	GPR55 antagonists	Lipid droplet	Lipid droplet cells 6.5 µM	Large T inhibition	GPR35 arrestin U2OS	T cell modulator	T cell modulator vesicle-bound %	MgcRacGAP inhibition	LYP phosphatase
Cc1cccc(N2C(=O)CC(N3CCN(C(=O)c4ccccc4)CC3)C2=O)c1 (stereo not given)	-0.1%	-0.9	107	-6%	7	647	0%	-4%	i	48	3%	-1%
COc1cc(/C=C2\SC(=S)N(CCC(=O)NCCc3ccccc3)C2=O)cc(OC)c1OC	-0.1%	0.2	48	7%	-7	840	7%	3%	i	14	10%	-4%
Cc1ccc(C(O)(C(=O)NNc2ccccn2)c2ccc(C)cc2)cc1	0.1%	1.8	74	-2%	11	712	-6%	-9%	i	36	9%	-3%
O=C(NC(=S)Nc1cccc2cnccc12)c1ccccc1	0.5%	0.9	28	4%	-14	669	11%	9%	i	2	3%	-8%
O=C(O)CC(Cc1ccc(Cl)cc1)C(=O)Nc1cc(Cl)ccc1Cl (stereo not given)	-0.3%	0.6	55	-8%	-10	772	16%	-10%	i	62	4%	-4%
CCOC(=O)Cn1c(=O)n(Cc2ccco2)c(=O)c2ccc(C(=O)NC3CCCC3)cc21	-0.1%	1.1	61	0%	.	.	9%	-1%	i	20	1%	2%
COc1ccc(C2C(C(C)=O)=C(C)N=c3s/c(=C/c4ccc5c(c4)OCO5)c(=O)n32)cc1 (stereo not given)	-0.1%	.	.	2%	7	617	5%	-6%	.	.	.	6%
Cc1n[nH]c(=S)n(/N=C/c2cccc([N+](=O)[O-])c2)c1=O	-0.1%	-0.6	60	2%	7	720	11%	5%	i	59	12%	4%
COC(=O)CCC(=O)Nc1ccc(NC(=O)CCC(=O)OC)cc1	-0.4%	-0.6	48	-1%	9	675	3%	-3%	i	33	6%	4%
N#CCSc1nnc(N)s1	-0.2%	0.1	39	-6%	0	672	-7%	-1%	i	38	6%	0%
Cc1cccc(CC(=O)Nc2ccon2)c1	0.2%	0.1	55	10%	-2	771	4%	-5%	i	63	3%	-10%
CCCNC(=O)c1cc(-c2ccco2)on1	-0.1%	2.2	78	3%	2	780	-2%	0%	i	9	10%	-6%
Cc1ccc(-n2c(N)c(S(=O)(=O)c3ccccc3)c3nc4ccccc4nc32)cc1	0.5%	0.1	88	-7%	0	712	-7%	-2%	i	59	0%	-7%
O=C(NC1CC1)c1sc2cc([N+](=O)[O-])ccc2c1Cl	-0.2%	4.1	38	2%	.	.	5%	0%	i	39	4%	-1%
O=C(Nc1ccc(S(=O)(=O)Nc2ccccn2)cc1)C(F)(F)F	-1.2%	-0.5	39	-3%	7	643	12%	-5%	i	39	3%	-3%
COc1cccc(-n2c(=O)n(Cc3ccccc3)c(=O)c3[nH]cnc32)c1C	-0.1%	-0.4	49	21%	16	694	12%	9%	i	30	5%	-2%
COc1ccc(NS(=O)(=O)c2ccc3c(c2)NC(=O)CO3)c(OC)c1	-0.1%	-1.5	74	4%	-15	616	0%	6%	i	46	10%	-10%
Cc1c(C(=O)Nc2ccccc2C(=O)N2CCOCC2)cccc1[N+](=O)[O-]	0.2%	0.4	62	-17%	-4	684	10%	-2%	i	49	-9%	-5%
Cc1cc(=O)oc2cc(OCC(=O)c3ccc4c(c3)NC(=O)CO4)ccc12	0.0%	3.0	47	-1%	0	670	2%	3%	i	50	12%	-6%
CCCc1oc(C(=O)O)cc1CN1CCCC1	0.0%	-0.2	49	1%	3	752	23%	3%	i	40	13%	-8%
CCOC(=O)c1cc(CC)sc1NC(=O)c1ccc(N2C(=O)CCC2=O)cc1	-0.3%	3.7	55	-5%	2	622	6%	-7%	i	17	9%	-1%
Cc1cccc(C(=O)NCCCNC(=O)c2cccnc2)c1	-0.2%	-0.8	42	5%	-6	768	8%	-6%	i	22	3%	-3%
CC(=O)Nc1ccc(NC(=O)CCNC(=O)c2ccccc2Cl)cc1	-0.1%	0.2	92	-8%	-15	424	6%	10%	i	59	6%	-10%
CC(=O)NC12CC3CC(C1)CC(C(=O)Nc1c(C)n(C)n(-c4ccccc4)c1=O)(C3)C2	0.0%	0.1	78	24%	20	927	6%	4%	i	18	9%	-10%
CCOC(=O)CNC(=O)CSc1nnc(-c2cccc(C)c2)n1-c1ccc(OC)cc1	0.3%	-0.4	58	-11%	.	.	0%	-5%	i	42	14%	-1%
O=C(NCCN1CCC(Cc2ccccc2)CC1)C1CCN(S(=O)(=O)N2CCC3(CC2)OCCO3)CC1	1.5%	3.2	34	8%	7	688	10%	4%	i	43	5%	-1%
O=S(Cc1ccc(Br)cc1)Cc1nnc(SCc2c(Cl)cccc2Cl)n1-c1ccccc1 (stereo not given)	0.5%	17	51	-12%	-17	582	-2%	-9%	i	36	6%	2%
COc1cc(N)ccc1C(=O)O	-0.2%	-0.1	47	16%	2	737	8%	4%	i	52	6%	-7%
COc1ccc(NC(=O)Nc2nnc(CC(=O)Nc3ccccc3)s2)cc1	-0.1%	-0.1	67	-6%	-14	728	11%	19%	i	58	9%	-8%
C=CCOc1ccc2nc(NC(=O)OC)[nH]c2c1	0.2%	3.8	71	-1%	?	.	16%	-6%	i	32	8%	-2%
COc1ccc(C(=O)n2nc(C)c(Br)c2C)cc1OC	-0.2%	1.5	47	14%	11	831	4%	-11%	i	47	1%	-2%
Cc1ccccc1CSCC(=O)Nc1ccccc1Br	-0.2%	3.3	53	11%	-1	839	10%	13%	i	56	7%	-8%
COc1ccc(C)cc1S(=O)(=O)N(C)CC(=O)NC1CCCC1	-0.3%	0.3	41	7%	4	743	9%	-6%	i	39	9%	-2%
CCCCc1cc(=O)oc2cc(C)cc(OCC(=O)NCc3ccccn3)c12	0.2%	1.7	82	11%	-15	789	29%	-11%	i	10	11%	-8%
CCn1ccnc1CN(C)Cc1nc(-c2ccccc2)no1	0.2%	3.0	55	10%	-12	635	.	-5%	i	29	-3%	-6%
CCN(CCO)Cc1csc2ccc(C(C)(C)C)cc12	-0.1%	1.6	57	19%	-41	464	5%	16%	i	56	5%	52%*
FC(F)(F)Oc1ccc(NC(=S)NCCCN2CCOCC2)cc1	0.1%	-0.2	39	12%	4	689	4%	-6%	i	19	14%	-4%
O=C(O)Cn1c(=O)n(Cc2ccccc2)c2ccccc21	-0.1%	-0.3	50	-1%	-3	797	-6%	-1%	i	48	10%	-6%
COc1ccc(C(=O)NCC(=O)OCc2ccc(F)cc2)cc1	-0.9%	1.2	34	15%	3	673	-2%	0%	i	37	3%	-8%
O=C1c2cccnc2C(Nc2ccc(F)c(Cl)c2)N1Cc1cccs1 (stereo not given)	0.0%	3.0	75	0%	-21	688	-20%	-6%	i	54	10%	-3%

Limited to LYP phosphatase and Large T inhibition, for 5 of the compounds above:
Molecule,LYP phosphatase,Large T inhibition
COc1cc(N)ccc1C(=O)O,-7%,8%
COc1ccc(NC(=O)Nc2nnc(CC(=O)Nc3ccccc3)s2)cc1,-8%,11%
C=CCOc1ccc2nc(NC(=O)OC)[nH]c2c1,-2%,16%
COc1ccc(C(=O)n2nc(C)c(Br)c2C)cc1OC,-2%,4%
Cc1ccccc1CSCC(=O)Nc1ccccc1Br,-8%,10%

Entries of single compounds from above. Values in the order: GPR55 beta-arrestin	NTR1 ag	NTR1 ag cell count 20 µM	GPR55 antagonists	Lipid droplet	Lipid droplet cells 6.5 µM	Large T inhibition	GPR35 arrestin U2OS	T cell modulator	T cell modulator vesicle-bound %	MgcRacGAP inhibition	LYP phosphatase
`COC(=O)CCC(=O)Nc1ccc(NC(=O)CCC(=O)OC)cc1` as listed: -0.4%	-0.6	48	-1%	9	675	3%	-3%	i	33	6%	4%
`CCOC(=O)Cn1c(=O)n(Cc2ccco2)c(=O)c2ccc(C(=O)NC3CCCC3)cc21` as listed: -0.1%	1.1	61	0%	.	.	9%	-1%	i	20	1%	2%

Carrying on.
SMILES	GPR55 beta-arrestin	NTR1 ag	NTR1 ag cell count 20 µM	GPR55 antagonists	Lipid droplet	Lipid droplet cells 6.5 µM	Large T inhibition	GPR35 arrestin U2OS	T cell modulator	T cell modulator vesicle-bound %	MgcRacGAP inhibition	LYP phosphatase
CCCn1c(C(CO)Nc2nc(C)cs2)nc2ccccc21 (stereo not given)	0.0%	0.0	58	12%	-3	834	14%	-15%	i	23	-8%	-12%
COc1cc(C(=O)N2CCCN(c3nc4cc(C)ccc4cc3C#N)CC2)cc(OC)c1OC	-0.3%	1.0	79	5%	.	.	.	-10%	i	38	.	-15%
COc1cc(C(=O)NCc2cccc3ccccc23)cc(Cl)c1OC	0.3%	-1.7	69	14%	.	.	1%	2%	i	47	5%	-6%
O=C(Nc1ccc(N2CCOCC2)c(F)c1)c1cccs1	-0.1%	-0.2	62	18%	5	796	17%	9%	i	24	6%	-4%
